Assay outcomes: PubChem BioAssay, several laboratories
cardiac RTF act – cardiac RTF calcium sensitization; IANBD-labeled TnC RTF fluorescence at EC20 calcium; 0% EC20 calcium, 100% full calcium; activation, % at 7.2 µM; 340,000 tested, 0.24% active; P19429+P45379;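 active = activation above the mean over all tested compounds plus 3 SD, cut at about 30% in these data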;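 also: rise in fluorescence read as greater calcium sensitivity of cardiac thin filaments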
HTR5A ag ctr – activates human HTR5A in OPRM1-OPRD1 agonist counter-screen; P47898; HTR5A agonist assay, luminescence, cell-based; activation, % at 9.3 µM; 340,000 tested, 0.61% active; in the data active = activation mostly above about 9.5%, no sharp cut-off; inactive = mostly below about 7.6%;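 also: 0% = cells with vehicle only and 100% = reference agonist; strong numbers were not always called active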
C-LANA FP – blocks KSHV LANA C-terminal domain binding to DNA | MBP-C-LANA/FAM-LBS DNA binding, fluorescence polarization | inhibition, % at 9 µM | 340,000 tested, 0.078% active | AID 504423;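 active = highest replicate inhibition at or above 60% at 9 µM, even if other replicates fall short; inactive = all replicates below 60% inhibition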;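 also: 0% = neutral control wells and 100% = 4 µM acridine orange control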
CAL PDZ FP – CAL PDZ (human) peptide binding inhibition | Q9HD26 | purified CAL PDZ, TMR-peptide fluorescence polarization, 1 h | inhibition, % at 24.9 µM | 300,000 tested, 0.92% active | AID 602252;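 active = mean inhibition of at least 30% with at least half of replicates also reaching 30%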;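 also: 0% = DMSO neutral control and 100% = excess unlabeled competitor peptide PRC23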
Cardiac RTF inh – cardiac RTF calcium desensitization; inhibition, % at 7.15 µM; 340,000 tested, 0.12% active; IANBD-labeled cardiac RTF, Ca2+ fluorescence; P19429+P45379;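 active = inhibition above the mean inhibition of all tested compounds plus 3 SD, cut at about 17% in these data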;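 also: assay run at fixed EC70 calcium of 1.6 mM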
Keap1-Nrf2 PPI – inhibitors of human Keap1-Nrf2 protein-protein interaction | Q14145 | Keap1 Kelch-Nrf2 peptide fluorescence polarization, 1536-well | inhibition, % at 9.4 µM | 340,000 tested, 0.15% active | AID 504523; in the data active = inhibition above about 12%;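 also: human Keap1 Kelch domain with fluorescein labeled Nrf2 9mer peptide probe; 0% = neutral control wells and 100% = peptide positive control; higher means more block of Keap1 binding to Nrf2 peptide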
OPRM1-OPRD1 inv – mu-delta opioid heterodimer inverse agonism; inhibition, % at 9.3 µM; 340,000 tested, 0.21% active; AID 504357; cell-based MOR-DOR heterodimer luminescence; in the data active = inhibition above about 22%, passing the limit was not always enough;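 also: 0% = cells with DMSO and 100% = wells without cells with DMSO; values of inactives mirror those of a sister screen read the other way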
Target sequence (P35372 whole entry, looked up): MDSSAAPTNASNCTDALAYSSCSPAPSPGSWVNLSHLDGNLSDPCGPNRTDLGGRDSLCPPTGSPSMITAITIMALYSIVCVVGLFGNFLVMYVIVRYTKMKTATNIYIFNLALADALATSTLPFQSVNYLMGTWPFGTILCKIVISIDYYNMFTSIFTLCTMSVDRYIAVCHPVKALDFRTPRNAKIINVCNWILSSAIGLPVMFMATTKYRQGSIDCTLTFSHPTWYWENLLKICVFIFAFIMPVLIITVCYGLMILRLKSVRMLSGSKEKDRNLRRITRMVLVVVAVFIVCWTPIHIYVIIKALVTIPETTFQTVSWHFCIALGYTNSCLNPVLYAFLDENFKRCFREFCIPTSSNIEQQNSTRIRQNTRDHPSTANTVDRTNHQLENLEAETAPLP
Target sequence (P41143 whole entry, looked up): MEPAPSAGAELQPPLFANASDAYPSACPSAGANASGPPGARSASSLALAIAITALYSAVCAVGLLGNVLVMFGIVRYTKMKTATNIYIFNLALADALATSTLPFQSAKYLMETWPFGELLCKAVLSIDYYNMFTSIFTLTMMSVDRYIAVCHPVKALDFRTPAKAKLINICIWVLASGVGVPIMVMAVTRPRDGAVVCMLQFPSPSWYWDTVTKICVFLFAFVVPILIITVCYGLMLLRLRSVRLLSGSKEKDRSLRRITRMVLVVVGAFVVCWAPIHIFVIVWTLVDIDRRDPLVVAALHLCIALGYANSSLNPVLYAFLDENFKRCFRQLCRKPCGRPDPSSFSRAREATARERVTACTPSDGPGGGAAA
V-ATPase pHluor – regulators of yeast V-ATPase proton transport | response, % at 10 µM | AID 504577 | S. cerevisiae, pHLuorin cytosolic pH fluorescence | 350,000 tested, 0.37% active; in the data active = response mostly above about 7.3%, no sharp cut-off; inactive = mostly below about 5.4%; also: actives read high; inactives centre near 0; some compounds called inactive have numbers as strong as hits; reference of the scale not given here
HTR5A inv ctr – inverse agonist of human HTR5A in OPRM1-OPRD1 counter-screen; P47898; HTR5A cell line, luminescence, inverse agonism; inhibition, % at 9.3 µM; 340,000 tested, 0.083% active; AID 504634; in the data active = inhibition mostly above about 23%, no sharp cut-off; inactive = mostly below about 18%;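 also: 0% = cells with DMSO and 100% = no-cell wells with DMSO; some compounds called inactive have numbers as strong as hits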
MOR-DOR ag – OPRM1-OPRD1 heterodimerization agonism. P35372+P41143. cells, luminescence. activation, % at 9.3 µM. 340,000 tested, 0.3% active. AID 504326; in the data active = activation above about 18%;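 also: 0% = vehicle-treated cells and 100% = reference agonist; values of inactives mirror those of a sister screen read the other way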
The depositor's hits bear a star; · = not tested or not shown. Compounds were not picked by outcome (roughly 2.8% active in at least one column).

compound	cardiac RTF act	HTR5A ag ctr	C-LANA FP	CAL PDZ FP	Cardiac RTF inh	Keap1-Nrf2 PPI	OPRM1-OPRD1 inv	V-ATPase pHluor	HTR5A inv ctr	MOR-DOR ag
O=C(Nc1cccc2ccccc12)c1ccc(F)cc1	-6	1	-0.1	52*	5	-2	3	-1	-5	-0.6
CCOc1ccc(CNS(=O)(=O)c2c(C)nc3scc(C)n3c2=O)cc1OC	-9	3	-0.3	-6	8	-4	-1	4	10	0.1
CCOC(=O)N1CCC(NC(=O)c2cc(S(=O)(=O)N3CCC4(CC3)OCCO4)ccc2F)CC1	-3	8	-1.4	-2	-2	0	-1	-8	-27	0.2
O=C(NCc1cccnc1)Nc1cccc(C(F)(F)F)c1	-1	4	-0.5	-5	2	-2	6	4	-13	-1.0
CN(C)c1cc(NC(=O)CN2CCOCC2)c2ccccc2n1	4	10	-1.8	-2	-15	-1	-10	12	-29	1.7
Cn1c(=O)c2c(nc(SCCN3CCOCC3)n2Cc2cccc3ccccc23)n(C)c1=O	-3	-1	0.7	·	-4	-1	22	-4	-8	-4.8
S=C1NC[C@H](c2ccccc2)N1CC1CCCCC1	-3	4	-2.7	0	-9	-1	-32	-1	-25	6.9
NS(=O)(=O)c1ccc(NC(=O)CCc2ccccc2)cc1	-2	-5	-1.7	18	-5	0	-1	2	15	0.1
O=C(Cc1cccs1)N/N=C/C=C/c1ccccc1	5	1	-0.3	1	-7	-7	9	2	4	-1.7
CCOC(=O)c1nn(-c2ccccc2)c(C)c1C(C)=O	6	-3	-0.8	-6	-12	1	8	-1	0	-1.4
CC(C)c1cccc(C(C)C)c1NC(=O)COC(=O)C1CCC1	0	1	1.4	-2	-11	0	10	1	-11	-1.9
CCN(C[C@H]1N[C@@](C)(C(=O)OC)[C@H]2C(=O)N(Cc3ccccc3)C(=O)[C@@H]12)C(=O)NC(C)C	-3	1	-2.1	21	-3	-3	19	-3	-4	-4.0
Cc1cccc(N(C)C(=O)C2CCCN2S(=O)(=O)c2cccc3nsnc23)c1 (stereo not drawn)	-1	-6	0.4	-1	-8	-5	3	-3	-7	-0.5
Cc1ccc(S(=O)(=O)N2CCN(C(=O)COC(=O)CCOc3ccccc3C)CC2)cc1	-3	-3	0.1	2	-7	-9	-31	12*	-26	4.9
O=C(Nc1ccc(Cl)cc1Cl)c1ccc2c(c1)OCCO2	1	10	-4.6	0	-7	3	2	-4	-28	-0.5
CCOC(=O)c1ccc(NC(=O)Cn2nnc(-c3ccc(C)cc3)n2)cc1	-4	-2	-0.8	4	-8	3	-29	1	9	5.2
COc1ccc(CNCC(=O)Nc2ccccc2-n2cccc2)cc1	-3	6	-1.7	·	0	-2	-5	0	-15	1.0
Cc1ccc(S(=O)(=O)c2c(N)n(CCC(C)C)c3nc4ccccc4nc23)cc1	4	4	-1.1	-2	4	-2	-17	-2	-6	3.4
COc1ccc2[nH]c3c(c2c1)CCN1C(=O)C(CC(=O)NCCC2=CCCCC2)C[C@H](C(=O)N2CCCCC2)[C@@]31CCc1ccccc1 (stereo partly drawn)	0	0	0.4	0	-8	-2	16	2	0	-3.4
c1cc2c(cc1C1CCCCC1)c1c3n2CCCNC3CCC1 (stereo not drawn)	-6	9	-0.9	-3	-3	-2	-86	-3	-41	15
Cc1ccccc1C(=O)NNC(=S)Nc1cccc(C(F)(F)F)c1	1	1	-1.1	-2	-15	4	17	7	15	-3.3
CCCCN(CCCC)CCCNC(=O)CN1C(=O)COc2ccc(S(=O)(=O)N3CCC(C)CC3)cc21	-8	-6	0.2	-5	0	-1	7	-2	21	-1.3
CCCC1=[N+](CC(C)=O)CCn2c(C)ccc21	10	4	0.6	0	-15	-4	19	-4	-10	-4.2
Cc1ccc(CNC(=O)COC(=O)CSc2ccc(Br)cc2C)cc1	-1	2	0.7	·	-4	5	-26	1	-5	5.0

Exported field by field: entries from further up.
c1cc2c(cc1C1CCCCC1)c1c3n2CCCNC3CCC1 (stereo not drawn)
  cardiac RTF act: -6; HTR5A ag ctr: 9; C-LANA FP: -0.9; CAL PDZ FP: -3; Cardiac RTF inh: -3; Keap1-Nrf2 PPI: -2; OPRM1-OPRD1 inv: -86; V-ATPase pHluor: -3; HTR5A inv ctr: -41; MOR-DOR ag: 15

Cc1ccc(S(=O)(=O)c2c(N)n(CCC(C)C)c3nc4ccccc4nc23)cc1
  cardiac RTF act: 4; HTR5A ag ctr: 4; C-LANA FP: -1.1; CAL PDZ FP: -2; Cardiac RTF inh: 4; Keap1-Nrf2 PPI: -2; OPRM1-OPRD1 inv: -17; V-ATPase pHluor: -2; HTR5A inv ctr: -6; MOR-DOR ag: 3.4

Cc1ccc(CNC(=O)COC(=O)CSc2ccc(Br)cc2C)cc1
  cardiac RTF act: -1; HTR5A ag ctr: 2; C-LANA FP: 0.7; CAL PDZ FP: ·; Cardiac RTF inh: -4; Keap1-Nrf2 PPI: 5; OPRM1-OPRD1 inv: -26; V-ATPase pHluor: 1; HTR5A inv ctr: -5; MOR-DOR ag: 5.0

Next results:
compound	cardiac RTF act	HTR5A ag ctr	C-LANA FP	CAL PDZ FP	Cardiac RTF inh	Keap1-Nrf2 PPI	OPRM1-OPRD1 inv	V-ATPase pHluor	HTR5A inv ctr	MOR-DOR ag
NC(=O)c1ccsc1NC(=O)CSc1nncs1	-2	5	-0.8	-4	0	-5	7	1	-5	-1.1
c1ccc(Cc2nnc(-c3ccccc3)o2)cc1	-2	16*	-2.8	-3	17*	4	-87	-2	-47	16
Fc1ccccc1CNc1ccc(Cl)c(Cl)c1	2	2	-0.8	-3	1	-1	-11	5	3	2.0
CNC(=O)COC(=O)COc1ccc2c(C)cc(=O)oc2c1	7	-1	-1.6	·	-8	-2	12	1	13	-2.3
COc1ccc2cc1Oc1ccc(cc1)C[C@H]1c3c(cc(OC)c4c3Oc3c(ccc5c3[C@H](C2)N(C)CC5)O4)CCN1C	-4	5	-2.6	-2	-10	-2	-12	3	-13	2.2
CCOC(=O)c1[nH]c2ccccc2c1N=CN(C)C	3	6	0.5	-3	-5	-5	13	3	15	-2.3
COc1ccccc1NC(=S)NC(=O)/C=C/c1ccco1	0	-2	-0.7	0	9	-4	3	3	6	-0.6
CCc1cc[n+](CC(=O)Nc2ccc(Cl)cc2Cl)cc1	-3	1	-0.5	-4	-4	0	8	-2	12	-1.6
CC(C)C(=O)Nc1cccc(NC(=O)c2cccc(F)c2)c1	-4	-2	-0.2	-2	-10	-6	0	-2	5	0.0
CCOC(=O)c1c(NC(=O)CC2SC(N)=NC2=O)sc2c1CCCC2 (stereo not drawn)	2	5	-1.5	2	-2	3	22	-2	-16	-3.8
COc1cccc(C(=O)N2CCN(Cc3ccco3)CC2)c1OC	0	12	0.5	5	2	-3	9	-8	-10	-2.1
O=C(CSc1nccc(=O)[nH]1)Nc1ccc(Br)c(Cl)c1	1	0	·	-2	-6	-5	13	-4	-22	-2.9
CN(C(=O)COc1ccccc1)C1CCS(=O)(=O)C1 (stereo not drawn)	7	-6	-2.4	-7	-12	-3	14	0	-38	-3.0
NC(=O)COC(=O)c1ccc(Cl)c(S(=O)(=O)N(Cc2ccccc2)c2ccc(Cl)cc2)c1	1	1	-1.1	-2	7	-1	-26	-3	4	5.2
Cc1cc(C)c(C(N)=O)c(NC(=O)Nc2ccccc2)n1	-3	0	-0.8	·	-2	-7	8	0	1	-1.5
COc1ccc(C(CC(=O)Nc2cc(OC)cc(OC)c2)n2cccc2)cc1 (stereo not drawn)	1	1	0.7	1	6	-2	11	1	9	-1.6
CN(C(=O)COc1ccc(Cl)cc1Cl)C1(C)CCS(=O)(=O)C1 (stereo not drawn)	-4	-2	-0.5	-4	-6	0	1	0	6	-0.2
Cc1cc(CNC(=S)Nc2cccc(Cl)c2Cl)nn1C	-5	-1	0.9	9	-2	-3	-6	6	19	1.2
CC12CCCCC1=CC(=O)CC2 (stereo not drawn)	3	1	0.0	28	-1	5	17	0	-5	-3.4
CCN1C(=O)[C@H]2[C@@H](c3ccc(C)cc3)N3C(=O)N(c4cccc(F)c4)C(=O)[C@@]3(C)[C@H]2C1=O	2	-2	0.6	-3	-1	-4	11	-1	5	-2.0
COC(=O)CCc1ccc(OCC(O)CNC(C)C)cc1 (stereo not drawn)	-6	-2	2.3	-4	11	-1	12	0	-19	-2.2
CCOc1ccc(/C=N/Nc2ccccn2)cc1	-7	-5	-1.4	-4	-2	3	-14	-1	14	2.8
COc1ccc(CCn2c(-c3ccco3)nc3ccccc3c2=O)cc1OC	-3	-3	-1.3	-5	1	-1	-4	1	8	0.7
O=C(CCCN1C(=O)/C(=C/c2cccs2)SC1=S)Nc1ccccn1	1	-2	0.6	-5	-3	-1	-6	1	6	1.0
COc1ccc(CCNC(=O)C2CC3Cn4c(nc5cc6ccccc6cc54)C3N2C)cc1 (stereo not drawn)	4	3	-2.2	-2	8	-2	14	2	-6	-3.1
CCN1C(=O)[C@H]2[C@H]3CN=C(SCc4ccccc4)N3[C@@](CC)(C(=O)OC)[C@H]2C1=O	2	-2	2.2	0	-5	3	9	1	7	-1.7
CC(=O)NC(=O)COC(=O)/C=C/c1c(C)nn(Cc2c(Cl)cccc2Cl)c1Cl	4	2	0.1	2	-8	-3	-2	1	7	0.6

Five entries picked at random from those above, as already listed:
compound	cardiac RTF act	HTR5A ag ctr	C-LANA FP	CAL PDZ FP	Cardiac RTF inh	Keap1-Nrf2 PPI	OPRM1-OPRD1 inv	V-ATPase pHluor	HTR5A inv ctr	MOR-DOR ag
COc1ccc(CCn2c(-c3ccco3)nc3ccccc3c2=O)cc1OC	-3	-3	-1.3	-5	1	-1	-4	1	8	0.7
CCN1C(=O)[C@H]2[C@@H](c3ccc(C)cc3)N3C(=O)N(c4cccc(F)c4)C(=O)[C@@]3(C)[C@H]2C1=O	2	-2	0.6	-3	-1	-4	11	-1	5	-2.0
CCN1C(=O)[C@H]2[C@H]3CN=C(SCc4ccccc4)N3[C@@](CC)(C(=O)OC)[C@H]2C1=O	2	-2	2.2	0	-5	3	9	1	7	-1.7
COC(=O)CCc1ccc(OCC(O)CNC(C)C)cc1 (stereo not drawn)	-6	-2	2.3	-4	11	-1	12	0	-19	-2.2
COc1ccc(CCNC(=O)C2CC3Cn4c(nc5cc6ccccc6cc54)C3N2C)cc1 (stereo not drawn)	4	3	-2.2	-2	8	-2	14	2	-6	-3.1
